Source: PubChem (National Center for Advancing Translational Sciences (NCATS))
USP1-UAF1 inh – USP1/UAF1 (human) deubiquitinase inhibition | Potency, µM (titrated, usually from 57.1 µM), inactives show at the top dose activity change, negative = inhibition, actives largely listed as inhibitors | hit rate 0.23% among 390,000 | recombinant USP1/UAF1, Ub-Rhodamine cleavage fluorescence | O94782; note: potency is the fitted concentration of half-maximal effect; % is set by controls: 0 for no effect and ±100 for the full control effect; nearly all actives have a fitted effect of over 60% in size; inactives centre near -12
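Step one: compound is pinned into 1nM USP1/UAF1 in HEPES pH 7.8 buffer with TCEP. Step two: 15 min room-temperature incubation. Step three: Ub-Rho (150nM final) starts cleavage, tracked by fluorescence over six one-minute reads.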
Glioma ERSR ind – induces the endoplasmic reticulum stress response in human glioma cells; U87-MG GRP78 promoter luciferase reporter, 16 h; Potency, µM, without a hit: top-dose activation, usual class: activators; hit rate 0.02% among 420,000; AID 602332; note: potency is the fitted concentration of half-maximal effect; series mostly up to about 76 µM; % of control where 0% means no effect; nearly all actives have a fitted effect of over 35% in size
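Stably transfected U87-MG human glioma cells carrying a GRP78-based luminescent sensor were seeded at 1000 cells/well, pin-dosed with compounds and incubated 16 h. Luciferase reagent was then added, and end-point luminescence was read after 10 min at room temperature.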
Vif-APOBEC3G blk – Vif-A3G binding inhibition; Q9HC16; HeLa A3G-eYFP + Vif (tagged APOBEC3G with the HIV-1 protein that degrades it), YFP fluorescence, overnight; Potency, µM (titrated, usually from 46.1 µM), without a hit: at the highest dose activity, negative = active, hits mostly inhibitors; hit rate 0.076% among 410,000;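 note: potency is the fitted concentration of half-maximal effect; % is set by controls: 0 for no effect and ±100 for the full control effect; nearly all actives have a fitted effect of over 60% in size; hits raise eYFP signal because A3G escapes Vif-driven loss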
Target sequence (Q9HC16 whole entry, looked up): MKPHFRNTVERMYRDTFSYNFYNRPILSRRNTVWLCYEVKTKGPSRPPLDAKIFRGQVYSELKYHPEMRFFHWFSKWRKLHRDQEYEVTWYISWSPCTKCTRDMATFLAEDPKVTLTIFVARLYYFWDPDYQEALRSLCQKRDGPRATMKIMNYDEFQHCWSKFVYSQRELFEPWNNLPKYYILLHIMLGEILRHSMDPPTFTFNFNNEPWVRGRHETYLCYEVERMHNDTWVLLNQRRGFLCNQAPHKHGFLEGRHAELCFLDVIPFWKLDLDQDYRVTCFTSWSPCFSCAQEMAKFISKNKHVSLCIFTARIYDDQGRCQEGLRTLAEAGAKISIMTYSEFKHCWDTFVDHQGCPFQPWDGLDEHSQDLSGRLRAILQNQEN
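HeLa cells stably expressing Vif and C-terminally eYFP-tagged A3G, seeded overnight at 37 deg C, then exposed to compound by pintool overnight at 37 deg C. Rise in yellow fluorescence (Ex 488/Em 500-530, Acumen) marks blocked Vif-driven A3G degradation.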
Vif-APOBEC3F blk – Vif-A3F binding inhibition; hit rate 0.2% among 390,000; Potency, µM (highest dose often 46.1 µM), inactives show at the highest dose activity, negative = active; HeLa A3F-eYFP + Vif (tagged APOBEC3F with the HIV-1 protein that degrades it), YFP fluorescence increase; note: potency is the fitted concentration of half-maximal effect; % of control where 0% means no effect; nearly all actives have a fitted effect of over 65% in size
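HeLa cells stably expressing Vif plus C-terminally eYFP-tagged A3F were seeded, incubated overnight at 37 deg C, dosed with compound, incubated overnight again at 37 deg C. Yellow fluorescence (Ex 488/Em 500-530) reported blocked Vif-mediated A3F-eYFP degradation.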
RGS4 inhibitor – inhibitors of human regulator of G protein signaling 4. hit rate 0.039% among 390,000. Transcreener GDP fluorescence polarization, RGS4-accelerated GTP hydrolysis. AID 504845. P49798. Potency, µM (highest dose often 114 µM), without a hit: at the top dose activity change, negative = inhibition, hits mostly inhibitors; note: potency is the fitted concentration of half-maximal effect; % is set by controls: 0 for no effect and ±100 for the full control effect; nearly all actives have a fitted effect of over 75% in size; some results filed as inactive show a strong effect at the top dose
Target sequence (P49798 whole entry, looked up): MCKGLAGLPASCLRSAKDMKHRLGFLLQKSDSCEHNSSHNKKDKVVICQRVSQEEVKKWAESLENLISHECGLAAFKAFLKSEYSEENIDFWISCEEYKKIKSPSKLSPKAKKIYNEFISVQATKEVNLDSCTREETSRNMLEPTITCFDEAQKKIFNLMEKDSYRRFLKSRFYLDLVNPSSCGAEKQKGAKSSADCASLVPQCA
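MLSMR compounds (23 nl, pin-transferred) preincubated 10 min at room temperature with a 500nM (2x) first reagent, then RGS4 at 900nM (2x) plus Transcreener GDP mix added; fluorescence polarization (620/688 nm) read before and after 90 min at 30 °C.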
TrxR1 substrate – rat thioredoxin reductase 1 substrate activity; O89049; purified TrxR1 substrate turnover, NADPH consumption readout; Potency, µM (titrated, usually from 114 µM), for inactives: at the highest dose activity change, negative = substrate turnover; hit rate 0.01% among 390,000; note: potency is the fitted concentration of half-maximal effect; % is set by controls: 0 for no effect and ±100 for the full control effect; nearly all actives have a fitted effect of over 50% in size
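Rat TrxR1, dispensed at 90 nM, was prereduced with 400 uM NADPH (final) for 5 min at ~22 deg C, then incubated with compound 15 min before 400 uM selenite. A first-read NADPH fluorescence drop versus no-compound background flagged substrates.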
mIDH1 inhibitor – inhibitors of human mutant IDH1 R132H | Potency, µM (highest dose often 76.6 µM), inactives show at the highest dose activity change, negative = inhibition, most hits filed as inhibitors | IDH1-R132H enzyme, NADPH consumption, diaphorase/resazurin fluorescence | AID 602179 | hit rate 0.093% among 390,000; note: potency is the fitted concentration of half-maximal effect; % is set by controls: 0 for no effect and ±100 for the full control effect; nearly all actives have a fitted effect of over 65% in size
Target sequence (O75874 whole entry R132H, stated change not applied): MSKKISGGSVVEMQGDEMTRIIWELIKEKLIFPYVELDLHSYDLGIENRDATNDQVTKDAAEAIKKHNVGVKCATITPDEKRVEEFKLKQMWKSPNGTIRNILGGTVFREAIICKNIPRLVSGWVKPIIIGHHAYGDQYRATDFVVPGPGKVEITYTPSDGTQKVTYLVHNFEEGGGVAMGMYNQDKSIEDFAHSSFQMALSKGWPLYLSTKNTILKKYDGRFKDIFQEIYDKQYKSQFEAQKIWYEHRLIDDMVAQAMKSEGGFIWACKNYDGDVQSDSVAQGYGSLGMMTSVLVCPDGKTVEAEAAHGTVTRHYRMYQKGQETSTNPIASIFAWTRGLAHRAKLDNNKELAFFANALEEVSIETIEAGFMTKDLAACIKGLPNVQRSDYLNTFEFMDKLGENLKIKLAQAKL
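IDH1-R132H (0.5 ug/mL) preincubated 30 min with compound, then NADPH (0.016 mM) and alpha-KG (2 mM) added; 80 min at RT, pH 7.5. Remaining NADPH coupled via diaphorase/resazurin to fluorescence (540/590 nm); concentration-response curves normalized to no-enzyme control.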
LDHA inh – inhibitors of human lactate dehydrogenase A; hit rate 0.15% among 480,000; purified LDHA, NADH/diaphorase-resazurin fluorescence; hits give low values; P00338; activity change, % (values are at about 110 or 230 µM); in the data active = activity change below about -30%; inconclusive = mostly about -25% to -30%;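 note: plate controls were DMSO wells for no effect and wells without enzyme for full effect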
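Resorufin fluorescence (ex540/em590), read at 0 and 20 min after diaphorase/resazurin addition, reports the NADH left after a 5 min room-temperature reaction of 2 nM human LDH5 with 0.06 mM NADH and 0.2 mM pyruvate.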
rTrxR1 inhibitor – blocks rat thioredoxin reductase 1. O89049. recombinant rTrxR1, NADPH fluorescence consumption, selenite substrate. Potency, µM (highest dose often 114 µM), without a hit: top-dose activity change, negative = inhibition, usual class: inhibitors. hit rate 1% among 390,000. AID 588453; note: potency is the fitted concentration of half-maximal effect; % is set by controls: 0 for no effect and ±100 for the full control effect; nearly all actives have a fitted effect of over 65% in size
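Rat TrxR1 (90 nM in the dispensed reagent) was pre-reduced with 400 uM NADPH for 5 min at room temperature, then incubated with compound for 15 min. After 400 uM selenite was added, NADPH fluorescence (Ex 340/Em 450 nm) was followed for 8 min.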
* hit, by the source's call; ? = inconclusive; . = no result given; & = joins results of further samples; [ ] = remark or other dose. Unless noted, calls come from the whole dose curve; as a rule, active = well fitted curve in the direction sought with a large enough effect; inconclusive = small, poorly fitted or top-dose-only effect, or another doubt; inactive = no such curve, though single readings can be large; an effect the other way counts as inactive or inconclusive.

SMILES	USP1-UAF1 inh	Glioma ERSR ind	Vif-APOBEC3G blk	Vif-APOBEC3F blk	RGS4 inhibitor	TrxR1 substrate	mIDH1 inhibitor	LDHA inh	rTrxR1 inhibitor
O=C1NC(=O)/C(=C/c2ccccn2)S1	-4%	6%	3%	-22%	2%	2%[57.1 µM]	-3%	-4	13%[57.1 µM]
COc1ccc(C(=O)NCCNc2ccc([N+](=O)[O-])cn2)cc1	-20%	-1%	-1%	-4%	26%	-3%	1%	-1	9%
O=C(c1ccc2c(c1)N(Cc1ccc(F)cc1)C(=O)CS2)N1CCOCC1	-5%	-2%	0%	0%	12%	-2%	7%	-8	4%
Cc1ccc2c(c1)nnn2C1CCN(C(=O)C2CCCCC2)CC1	-13%	-1%	0%	0%	-25%	21%[57.1 µM]	1%	0	7%[57.1 µM]
CCC(C)C(=O)Nc1ccc(S(=O)(=O)N2CCCC2)cc1 (stereo not drawn)	-18%	1%	4%	-5%	-12%	8%	0%	0	41%
CCCCN(C(=O)C1CC(=O)N(CCc2ccc(OC)c(OC)c2)C1)c1c(N)n(CC(C)C)c(=O)[nH]c1=O (stereo not drawn)	-11%	-3%	-7%	1%	9%	1%	7%	-3	8%
COC(=O)c1c(NC(=O)c2cccnc2Cl)sc(C(=O)N(C)C)c1C	-15%	-2%	0%	-10%	-9%	-5%	4%	-9	-8%
C/C(=N\NC(=O)c1nn(C)cc1Br)c1ccncc1	-20%	4%	4%	?	-9%	-2%	2%	-6	-1%
Cc1ccc(/C=N/NC(=O)CSc2ccccn2)o1	-22%	-4%	-10%	-5%	-17%	-1%	-1%	-6	-7%
Clc1cccc2sc(N3CCCCC3)nc12	-22%	1%	-1%	-9%	1%	5%	9%	-5	20%
COc1ccc(C)cc1NC(=O)C1CCN(S(=O)(=O)c2cc(Br)cc3c2N(C(C)=O)CC3)CC1	?	-3%	0%	-3%	24%	-5%	13%	-4	-4%
CCOc1ccc(NS(=O)(=O)c2cc3c(cc2Cl)NC(=O)CO3)cc1	-7%	-4%	0%	-3%	-23%	-4%[57.1 µM]	8%	3	12%[57.1 µM]
COc1ccccc1/C=C/C(=O)c1c2c(c(C)[nH]c1=O)CCCC2	-18%	-7%	-18%	-16%	-27%	-7%	13%	8	?
O=C(N/N=C/c1ccc(O)cc1)c1cc(C23CC4CC(CC(C4)C2)C3)[nH]n1	-9%	-3%	-1%	-29%	-14%	-5%	-2%	-2	16%
O=C(Nc1cc(C(=O)N2CCCC2)ccc1N1CCCC1)c1ccccc1F	-13%	-3%	2%	-4%	18%	1%	8%	5	6%
C=CCNC(=S)N(CC=C)C1CCS(=O)(=O)C1 (stereo not drawn)	-17%	-1%	1%	-25%	-4%	-10%	1%	-5	-12%
CSc1ccccc1C(=O)C1CCCN(S(=O)(=O)N(C)C)C1 (stereo not drawn)	-9%	-5%	0%	4%	17%[56.9 µM]	-4%	1%	-11	20%
CCC(Oc1ccccc1)C(=O)OCC(=O)Nc1c(C)nn(-c2ccccc2)c1C (stereo not drawn)	-25%	-4%	1%	-4%	.	.	-2%	-1	.
CCOC(=O)c1c(NC(=O)c2ccco2)n(C2CCCCC2)c2nc3ccccc3nc12	16µM*	-4%	-9%	2%	?	28%	1%	19	?
O=C(NCCCN1CCCC1=O)Nc1ccccc1Cl	-18%	2%	2%	-5%	-15%	-2%	0%	-4	9%
CCOc1ccccc1NS(=O)(=O)c1ccc2oc(=O)ccc2c1	-26%	-2%	1%	-1%	-21%	-2%	-6%	-2	13%
Cc1scc(CN2CCN(c3ccccc3F)CC2)c1C	-19%	-3%	1%	1%	-20%	-1%	3%	5	-2%
CCN(c1ccccc1)S(=O)(=O)c1ccc(Cl)c(NC(=O)CNC(C)c2ccccc2)c1 (stereo not drawn)	-20%	-3%	1%	-19%	-30%	4%	5%	3	18%
COc1ccc(C(CNCC(O)COc2c(C)ccc(C)c2C)N(C)C)cc1 (stereo not drawn)	-11%	-1%	1%	-2%	-20%	6%	17%	-22	10%
S=C(Nc1ccccc1)N1CCN(c2ccccc2)CC1	3%	-4%	0%	5%	-12%	6%[57.1 µM]	-7%	-5	8%[2.29 µM]
COc1ccc(NC(=O)C(c2ccc(C)cc2)N(C)C(=O)CC2NC(=O)NC2=O)cc1 (stereo not drawn)	-19%	-2%	-2%	0%	-2%	6%[57.1 µM]	7%	0	-2%[57.1 µM]
CN(CCC#N)CC(=O)Nc1ccc(S(N)(=O)=O)cc1	1%	-1%	-1%	-15%	-20%	-13%[57.1 µM]	5%	-8	24%[57.1 µM]
O=C1C2C(C(=O)N1CCc1ccccc1)C1C=CC2C12CC2 (stereo not drawn)	-2%	-2%	-1%	1%	9%	6%	-3%	0	17%
CN(C)CCNC(=O)c1ccccc1-c1ccccc1	-13%	-3%	0%	4%	-8%	7%	0%	-16	-7%
O=C(Cc1nnc(NC(=O)c2cccc([N+](=O)[O-])c2)s1)NCc1ccccc1	-7%	-5%	0%	0%	11%	-1%	-1%	-13	5%

Records above printed as active in USP1-UAF1 inh.
smiles | USP1-UAF1 inh | RGS4 inhibitor | TrxR1 substrate | LDHA inh | rTrxR1 inhibitor
CCOC(=O)c1c(NC(=O)c2ccco2)n(C2CCCCC2)c2nc3ccccc3nc12 | 16µM* | ? | 28% | 19 | ?

Next entries follow:
SMILES	USP1-UAF1 inh	Glioma ERSR ind	Vif-APOBEC3G blk	Vif-APOBEC3F blk	RGS4 inhibitor	TrxR1 substrate	mIDH1 inhibitor	LDHA inh	rTrxR1 inhibitor
Cc1nc2ccc(S(=O)(=O)NCC(=O)N(C)Cc3ccccc3)cc2s1	-17%	-5%	2%	10%	-3%	-7%	2%	-7	2%
COc1ccccc1CN(Cc1ccco1)c1cnc(S(C)(=O)=O)nc1C(=O)Nc1ccccc1Cl	-19%	-5%	-1%	0%	-6%	0%	0%	-17	8%
COc1ccccc1S(=O)(=O)N1CCN(c2nc(-c3cccs3)nc3ccccc23)CC1	.	.	.	.	-10%	26%	.	-1	23%
CN(C)C=Nc1ncc2c([nH]c3ccccc32)c1C#N	-24%	0%	5%	10%	-17%	10%	8%	-2	-4%[57.1 µM]
COc1ccccc1C(=O)n1nc(-c2cccnc2)nc1N	?	-4%	-5%	-2%	-14%	-5%	19%	-4	3%
O=C(NCc1ccc(Cl)cc1)C1CCN(S(=O)(=O)c2cccs2)CC1	-20%	-2%	0%	-11%	-23%	1%	6%	1	?
COC(=O)c1ccc(-c2noc(CN(C)CCC3CCCCO3)n2)cc1 (stereo not drawn)	-15%	-1%	-6%	-1%	-11%	-3%[57.1 µM]	4%	-5	0%[57.1 µM]
c1cncc(-c2noc(-c3ccc4ccccc4c3)n2)c1	-23%	-4%	1%	0%	8%	11%	1%	1	20%
COc1cccc2cc(C(=O)Nc3ccc(CC(=O)O)cc3)c(=O)oc12	-27%	-11%	3%	2%	-30%	-4%	-3%	-1	7%
NS(=O)(=O)c1ccc(NC2=CC(c3ccc(F)cc3)N(c3ccc(S(N)(=O)=O)cc3)C2=O)cc1 (stereo not drawn)	-11%	-5%	-14%	1%	6%	9%	-20%	-5	6%
Cc1cn(C)c(CC(=O)N2CCN(c3ccccc3F)CC2)c1C(=O)O	-18%	-3%	-3%	6%	4%	-1%[57.1 µM]	-10%	2	-1%[57.1 µM]
Cc1ccc(S(=O)(=O)N(Cc2cc3ccccc3[nH]c2=O)CC2CCCO2)cc1 (stereo not drawn)	-17%	-2%	-3%	-4%	-9%	17%	6%	4	29%
COc1ccc(-c2cc(C(=O)Oc3ccc(Br)cc3)c3ccccc3n2)cc1	?	-2%	-2%	4%	-26%	16%	0%	-7	-2%
CCOC(=O)c1noc2ncn(CC(=O)Nc3cccc(Cl)c3)c(=O)c12	-11%	-2%	0%	3%	30%	7%[57.1 µM]	-10%	-8	30%[57.1 µM]
Cc1nc2ccccc2c(=O)n1NC(=O)c1cccnc1Cl	-16%	0%	0%	11%	25%	4%[57.1 µM]	-5%	-14	20%[57.1 µM]
CCN1CCN(Cc2ccc(NC(=O)c3ccc(C)c(/C=C/c4cnc(Nc5cc(N6CCNCC6)nc(C)n5)cn4)c3)cc2C(F)(F)F)CC1	?	-12%&-13%	?	32µM*	?	68%[activator]	14%&1%	1&0	-17%
CCn1nnnc1SCC(=O)Nc1nc2ccccc2s1	-7%	3%	0%	-7%	-31%	-10%[57.1 µM]	5%	5	8%[57.1 µM]
C=CCN(c1ccc(C(=O)N2CCCC2)cc1)S(C)(=O)=O	-5%	-4%	-2%	0%	6%	4%	-2%	-1	4%
COc1cccc(/C=C/C(=O)c2ccc[nH]2)c1	-16%	-5%	-15%	2%	-20%	-13%	7%	-3	-13%
Cc1cc(S(=O)(=O)N2CCCC2)c(C)s1	-17%	-3%	-1%	5%	7%	8%	2%	-7	2%
COc1ccc(NC(=O)C2CCC(CNS(=O)(=O)c3ccc(Br)s3)CC2)c(OC)c1 (stereo not drawn)	-17%	-3%	1%	2%	0%	-3%	7%	-15	1%
CCc1ccc(Nc2nnc(SCc3cc(=O)n4ccsc4n3)s2)cc1	-6%	-1%	-7%	4%	-11%	-8%	27%	-1	-8%

Some of the compounds tested (hit frequency here may not be typical).
